Source: PubChem (several laboratories)
Rin1 Abl inh: inhibitors of Rin1-Abl protein binding, primary screen, biochemical, TR-FRET | Tyrosine-protein kinase ABL1 (Homo sapiens) + Ras and Rab interactor 1 (Homo sapiens), … | inhibition, % at 7.35 µM | hit rate 0.4% among 360,000 | AID 588664, 2011; in the data active = inhibition above about 5%, passing the limit was not always enough
bovine MsrA act: bovine MsrA enzyme activators, primary screen, biochemical, absorbance, HTS; purified bovine MsrA, absorbance read-out; Methionine sulfoxide reductase A (Bos taurus); hit rate 0.3% among 360,000; activation, % at 10.6 µM; in the data active = activation above about 7.5%;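 also: 0% = vehicle and 100% = reference activator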
MsrA inh: bovine MsrA enzyme inhibitors, primary screen, biochemical, absorbance, HTS; inhibition, % at 15.5 µM; hit rate 0.75% among 360,000; AID 651718, 2012; purified bovine MsrA, absorbance read-out; Methionine sulfoxide reductase A (Bos taurus); in the data active = inhibition above about 4.5%;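 also: 0% = vehicle wells with enzyme and 100% = reference inhibitor wells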
MT1-MMP act inh: blockers of MT1-MMP proenzyme processing, primary screen, HT1080 RFP-PRO-GFP cells, GFP/RFP fluorescence; GFP/RFP ratio fluorescence, overnight; percent of plate control window, DMSO zero; GFP/RFP ratio change, % at 20 µM; hit rate 0.061% among 360,000;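 active = GFP/RFP ratio change of at least 30% with cell ATP level not reduced by more than half and red fluorescence within 50% of control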; also: strong numbers were not always called active
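Material – HT1080 RFP-PRO-GFP cells · Control set – DMSO wells and RFP-L50D-GFP cells · Incubation – overnight cell settling, then overnight compound exposure, 37 °C, 5% CO2 · Compound dosing – single-point 20 µM compound, 1% DMSO · Read-out – GFP/RFP fluorescence ratio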
SKN-1 inh: suppressors of acrylamide-induced Pgst-4::GFP reporter in worms, primary screen, SKN-1 inhibitor project, whole organism, uHTS, GFP/RFP fluorescence ratio, strain VP596. C. elegans VP596 Pgst-4::GFP/RFP ratio, 24 h. inhibition, % at 21.8 µM. hit rate 0.49% among 360,000. AID 624304, 2012;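 active = interference check ratio from 0.5 to 1.5 plus GFP to RFP signal ratio inhibition reaching or exceeding a fixed threshold, cut at about 30% in these data, passing the limit was not always enough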; also: some compounds called inactive have numbers as strong as hits
eLon inh: inhibitors of E. coli Lon protease, primary screen, biochemical, fluorescence polarization. purified E. coli Lon protease. inhibition, % at 7.94 µM. hit rate 0.42% among 360,000. AID 602123, 2011; in the data active = inhibition above about 13%, passing the limit was not always enough;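 also: 0% = enzyme with probe and DMSO and 100% = no enzyme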
Target sequence (P0A9M0 whole entry, looked up): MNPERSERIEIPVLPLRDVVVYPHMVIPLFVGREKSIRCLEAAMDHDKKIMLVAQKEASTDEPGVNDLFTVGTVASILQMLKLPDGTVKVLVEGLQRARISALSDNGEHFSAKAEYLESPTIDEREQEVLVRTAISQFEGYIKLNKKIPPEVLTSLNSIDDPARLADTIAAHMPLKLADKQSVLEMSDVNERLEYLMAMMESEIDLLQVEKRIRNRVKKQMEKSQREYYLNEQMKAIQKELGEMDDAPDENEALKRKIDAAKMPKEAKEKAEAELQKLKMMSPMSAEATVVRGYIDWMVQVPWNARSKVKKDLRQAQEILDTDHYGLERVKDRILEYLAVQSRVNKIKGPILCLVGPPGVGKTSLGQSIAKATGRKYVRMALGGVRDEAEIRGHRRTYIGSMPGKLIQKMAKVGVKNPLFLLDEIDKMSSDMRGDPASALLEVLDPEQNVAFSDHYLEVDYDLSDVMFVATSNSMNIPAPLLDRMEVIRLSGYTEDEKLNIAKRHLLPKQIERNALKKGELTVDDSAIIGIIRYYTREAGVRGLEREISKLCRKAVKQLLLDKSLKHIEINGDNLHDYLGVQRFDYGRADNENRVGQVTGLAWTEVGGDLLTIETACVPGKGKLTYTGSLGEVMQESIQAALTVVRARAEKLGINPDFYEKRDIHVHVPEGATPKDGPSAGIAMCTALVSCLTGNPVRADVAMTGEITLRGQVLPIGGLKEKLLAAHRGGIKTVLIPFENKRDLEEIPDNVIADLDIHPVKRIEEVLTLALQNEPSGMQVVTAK
Neddyl block: inhibitors of cullin neddylation, primary screen, biochemical, TR-FRET, uHTS, NAE and Ubc12; NEDD8-conjugating enzyme Ubc12 (Homo sapiens) + NEDD8-activating enzyme E1 regulatory …; calls only at 25 µM; hit rate 0.58% among 360,000; AID 651699, 2012; in the data active = inhibition above about 36%
FAS TE block: FAS thioesterase domain inhibitors, primary screen, biochemical, fluorescence intensity, uHTS; Fatty acid synthase (Homo sapiens), P49327; recombinant FAS-TE, OMFH fluorogenic substrate, fluorescence endpoint; inhibition, % at 15 µM; hit rate 0.67% among 360,000;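 active = compounds whose normalised, plate-corrected inhibition of enzyme fluorescence in the single-dose primary screen is 50% or more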;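 also: 0% = DMSO with enzyme and 100% = substrate without enzyme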
CendR NRP1 mod: modulators of CendR peptide binding to NRP-1, primary screen, biochemical, fluorescence polarization, uHTS; Neuropilin-1 (Homo sapiens), O14786; FAM-RPARPAR peptide binding to NRP-1; inhibition, % at 25 µM; hit rate 0.85% among 360,000; AID 602438, 2012;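 active = inhibition or corrected inhibition above about 18%, plus a signal ratio from 0.5 to 1.5, limit read from the data, passing the limit was not always enough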; also: strong numbers were not always called active
Starred values were filed as active, the others as inactive; i = inactive; . = no result given. This is a random part of the collection; about 4.2% have a hit in one of these screens.

Preview, 2 compounds:
smiles | Rin1 Abl inh | bovine MsrA act | MsrA inh | MT1-MMP act inh | SKN-1 inh | eLon inh | Neddyl block | FAS TE block | CendR NRP1 mod
CN1C(=O)c2ccccc2N(C)C1c1cccs1 (stereo not drawn) | 1 | -11 | -0.2 | -3 | -10 | -7 | . | -3 | -3
COc1ccc(C(=O)Nc2nnc(CC(=O)N/N=C/c3ccc(O)cc3O)s2)cc1 | 0 | -8 | 1.3 | -52 | 0 | -68 | i | -22 | -50

The list itself, from the first entry:
smiles | Rin1 Abl inh | bovine MsrA act | MsrA inh | MT1-MMP act inh | SKN-1 inh | eLon inh | Neddyl block | FAS TE block | CendR NRP1 mod
CN1C(=O)c2ccccc2N(C)C1c1cccs1 (stereo not drawn) | 1 | -11 | -0.2 | -3 | -10 | -7 | . | -3 | -3
COc1ccc(C(=O)Nc2nnc(CC(=O)N/N=C/c3ccc(O)cc3O)s2)cc1 | 0 | -8 | 1.3 | -52 | 0 | -68 | i | -22 | -50
CCN(CC)c1ccc(/C=N/NC(=S)NCc2ccccc2)cc1 | -3 | -3 | 3.1 | -19 | 1 | 5 | . | 22 | -1
CC(C)(C(=O)N1CCC1(C)C(=O)NS(=O)(=O)c1cccc(Cl)c1)c1ccccc1 (stereo not drawn) | 0 | -3 | 1.8 | -9 | 19 | -1 | i | -8 | -10
CC1=CCC2C(=O)N(c3cccc(C(=O)N(C)C4CCCCC4)c3)C(=O)C2C1 (stereo not drawn) | -3 | -2 | 0.4 | 3 | 10 | 9 | i | -3 | -3
Cn1c(SCC(=O)N2CCN(c3ccccc3)CC2)nnc1-c1cc2ccccc2o1 | 5 | -8 | 0.7 | -6 | 0 | -3 | i | -4 | 4
COc1cccc(C(=O)N/N=C/C(Br)=C/c2ccccc2)c1 | -1 | -4 | 2.2 | -4 | 13 | -5 | i | 6 | 4
COCc1cc(C)nc2sc(C(=O)Nc3ccc(C(=O)OC)cc3)c(N)c12 | 1 | 0 | 0.5 | 2 | 14 | -2 | . | 4 | -8
CSc1nc(NS(=O)(=O)c2ccc(F)cc2F)nn1C | 2 | 0 | 1.4 | -3 | 5 | 1 | i | -3 | -17
CN(Cc1ccc(Cl)cc1Cl)C(=O)C1CSC2(C)CCC(=O)N12 (stereo not drawn) | 3 | 0 | 0.2 | 9 | 27 | -9 | i | -7 | -9
Cc1cc(C)nc(NC2=NCCN2C(=S)Nc2c(C)cccc2C)n1 | 2 | -1 | -1.8 | -3 | 4 | 7 | i | 0 | 5
C/C(=N\O)c1cccc(Br)c1 | 0 | -2 | -1.3 | 1 | -10 | 6 | i | -5 | -2
Cc1cc(C(=O)Nc2nc3ccc(Cl)cc3s2)nn1C | -2 | -2 | -0.7 | 4 | 14 | -5 | i | -2 | 0
O=C(Nc1ccc(Oc2ccc3c(c2)C(=O)N(c2ccc(O)cc2)C3=O)cc1)c1cccs1 | 2 | -9 | -0.9 | -2 | -11 | 5 | i | -1 | -4
COC(=O)c1ccc(CNC(=O)c2cc(COc3cncc(Cl)c3)on2)cc1 | 0 | -4 | 0.4 | -11 | -8 | -1 | i | 1 | 0
Cc1cccc(OCCNc2ccc([N+](=O)[O-])cn2)c1 | 3 | -3 | 1.6 | 5 | -6 | -1 | i | 17 | -11
CCOC(=O)c1cc(-c2ccccc2)nn1-c1ccccn1 | 1 | -2 | -0.3 | 10 | 18 | -3 | i | -6 | -9
O=C(Nc1nnc(C2CC2)s1)c1n[nH]c(=O)c2ccccc12 | -6 | -8 | -0.4 | -2 | -19 | -23 | i | -9 | 1
COC(=O)CN(c1ccc2c(c1)OCCO2)S(=O)(=O)c1ccccc1 | -2 | -2 | 0.1 | 3 | -15 | -3 | i | -2 | -7
CC1(C)CC(=O)C(C(c2ccc(Br)cc2)C2C(=O)CC(C)(C)CC2=O)C(=O)C1 | -4 | 3 | -1.3 | 0 | 2 | -8 | i | 2 | -7
Cc1cc(C(=O)Nc2ccc(Br)cc2)c2ccccc2n1 | 0 | -3 | 0.3 | 0 | 3 | -2 | i | -1 | 1
COc1cccc(NC(=O)C(=O)N/N=C(\C)CC(=O)Nc2ccc(NC(C)=O)cc2)c1 | -4 | -4 | 0.0 | -2 | 2 | -1 | i | -5 | 5
N#CCOc1coc(CN2CCN(c3cccc(Cl)c3)CC2)cc1=O | 4 | -3 | 0.7 | 5 | -10 | -7 | i | -3 | 6
CC(=O)Nc1cccc(NC(=O)c2ccc(C(=O)Nc3cccc(NC(C)=O)c3)nc2)c1 | -1 | 0 | -0.4 | 23 | 10 | -9 | i | -6 | -25
COC(=O)c1cc(C(=O)OCC(=O)N(C)c2ccccc2)cc([N+](=O)[O-])c1 | 3 | -2 | -0.9 | -1 | 7 | -2 | i | 40 | 4
CCc1cccc(NC(=O)CCS(=O)(=O)c2cccc3nonc23)c1 | 1 | 5 | 1.0 | -5 | -10 | -12 | i | 5 | -2
CN(CC(=O)NCCc1ccccc1)S(=O)(=O)c1ccc(Br)s1 | 2 | -11 | 0.5 | 5 | 37* | 7 | i | 3 | 11
Cc1ccc(C2C3C(=O)N(c4ccccc4)C(=O)C3N3CCCN23)cc1 (stereo not drawn) | 1 | -2 | -1.1 | -2 | -2 | 0 | i | -4 | 1
O=C(CNC(=O)c1ccc(Br)cc1)N=Nc1c(O)[nH]c2ccc([N+](=O)[O-])cc12 | -1 | -13 | 2.4 | 1 | -7 | 8 | i | 29 | 5
Cc1ccc(C)c(NC(=O)CN(C)S(=O)(=O)c2ccccc2)c1 | 1 | -3 | 0.1 | 2 | -2 | -3 | i | -6 | 10
CCCCCNC(=O)C(c1ccnc2ccccc12)n1c(=O)c(-c2cc3ccccc3[nH]2)nc2ccccc21 (stereo not drawn) | . | . | -1.1 | -13 | -2 | . | . | . | -8
COc1ccccc1S(=O)(=O)Cc1ccc(C(=O)N2CCN(c3cccc(Cl)c3)CC2)o1 | 4 | -2 | -0.3 | 3 | 4 | -9 | i | 5 | -2
CC(C)(C)NC(=O)C(c1ccncc1)N(CC1CCCO1)C(=O)Cn1nnc(-c2ccc(F)cc2)n1 (stereo not drawn) | -1 | 0 | 0.9 | -4 | -9 | 7 | i | 0 | 5
Cc1ccc(NC(=O)CSc2ncnc3ccccc23)cc1S(=O)(=O)N1CCCCCC1 | -3 | -5 | 2.3 | -6 | 11 | 4 | i | 9 | -4
Cc1cc(-c2nnc(SCC(=O)Nc3ccc(C)c(C)c3)n2N)n[nH]1 | 2 | 1 | -0.8 | 1 | 6 | -9 | i | -3 | 1
Cc1c(C(=O)OCc2nnc(-c3ccccc3)o2)oc2ccccc12 | -2 | -3 | 0.3 | 1 | 2 | 0 | i | 45 | 13
CCS(=O)(=O)N1CCN(c2ccccn2)CC1 | -5 | -2 | -1.2 | 4 | 6 | 11 | i | -8 | 17
c1ccc2c(Nc3ccc4c(c3)OCCO4)c3c(nc2c1)CCCC3 | -8 | -3 | 2.3 | 4 | 9 | 2 | i | 2 | 11
O=C(NCc1ccccc1)C(c1ccccc1F)N(C(=O)c1csnn1)C1CCCC1 (stereo not drawn) | -3 | -8 | -0.2 | -1 | -11 | 2 | i | 12 | 4
O=C(NCc1ccco1)c1ccc2c(=O)n(CC3CCCO3)c(=S)[nH]c2c1 (stereo not drawn) | 2 | -3 | 0.1 | -4 | 5 | -9 | i | -4 | 16
CC(C)Oc1ccc(S(=O)(=O)N2CCOCC2)cc1NC(=O)CC1OC(=O)c2ccccc21 (stereo not drawn) | 1 | -3 | -0.9 | -1 | -6 | -6 | i | 0 | 17
CC(C)[C@H](NC(=O)NCc1ccc(F)cc1)C(=O)O | 3 | -3 | 0.7 | 1 | 3 | -4 | i | -5 | -14
CC(C)N1CCC(N2CCN(CCCn3cccn3)CC2CCO)CC1 (stereo not drawn) | -3 | -2 | 0.0 | 2 | 4 | 2 | i | -8 | 6
O=c1nc(N2CCCCC2)nc2n1CCO2 | -1 | -2 | 1.4 | 1 | -16 | 0 | i | -9 | -1
COc1ccccc1CCNC(C)CCc1ccc(O)cc1 (stereo not drawn) | -3 | -1 | -0.9 | -1 | -3 | 0 | i | -3 | 13
Cc1ccc(C(=O)/C=C/c2ccc(Br)cc2)o1 | -4 | -4 | 3.0 | -3 | 24 | -1 | i | -4 | -8
O=C(Nc1ncn[nH]1)c1ccc(Cl)cc1Cl | 0 | -3 | -0.3 | 1 | -6 | 9 | i | -7 | -3
Cc1ccc(SCc2c(-c3ccccc3)nn(C)c2Cl)cc1 | 2 | -8 | 1.2 | -6 | 3 | 0 | i | 26 | -11
COCCOC(=O)c1[nH]c2c(c1C)C(=O)CC(c1ccc(OC)c(OC)c1)C2 (stereo not drawn) | 0 | -3 | -1.5 | -3 | 8 | -3 | i | -1 | -2
CC(NC(=S)NCc1ccc(F)cc1)C12CC3CC(CC(C3)C1)C2 (stereo not drawn) | -1 | -3 | -1.1 | -6 | 2 | 1 | i | 20 | 13
Cc1oc(-c2ccccc2Cl)nc1CSc1nc2c(c(=O)[nH]1)CCCC2 | -2 | -2 | -0.2 | 4 | 8 | 16 | i | 3 | 6
COc1cc(CNC(=O)c2cc(-c3ccc(F)cc3OC)n[nH]2)cc(OC)c1 | 2 | -8 | -0.4 | 2 | 16 | -9 | i | 2 | -12
O=C(NCCNC(=O)c1cc(Cl)ccc1Cl)c1ccco1 | 2 | -1 | -0.3 | 4 | -2 | -7 | i | -4 | 3
CNC(=O)/C=C/c1cccc(C(F)(F)F)c1 | 2 | -4 | 0.1 | 2 | 8 | -6 | i | -3 | 9
C=CC[C@@H](CC(=O)N[C@H](CO)Cc1ccccc1)C(=O)N[C@H](C)COC(=O)[C@@H](CC=C)Cc1ccc(F)cc1 | 2 | 3 | -0.2 | -4 | 1 | -5 | i | 5 | -5
O=[N+]([O-])c1ccc(Cl)c(/C=N/n2c(C3CCCCC3)n[nH]c2=S)c1 | -1 | -1 | 0.7 | 2 | -16 | -1 | i | 2 | -26

Other entries follow:
smiles | Rin1 Abl inh | bovine MsrA act | MsrA inh | MT1-MMP act inh | SKN-1 inh | eLon inh | Neddyl block | FAS TE block | CendR NRP1 mod
Cc1ccc(/C=N/NC(=O)c2csc(C)c2)o1 | 4 | 2 | 2.9 | 1 | -4 | -6 | i | -4 | 2
COc1ccccc1NS(=O)(=O)c1cc(NC(=O)c2[nH]c(C)c(C(C)=O)c2C)ccc1N1CCOCC1 | -4 | -3 | 1.4 | 8 | 9 | 8 | i | 22 | -6
O=C(COC(=O)c1ccc([N+](=O)[O-])o1)Nc1cccc(S(=O)(=O)N2CCCCC2)c1 | 1 | -4 | 0.6 | 4 | -9 | -4 | i | 6 | 6
CCN1CCN(CC(=O)N/N=C/c2ccc(F)cc2F)CC1 | -3 | 4 | 1.0 | 2 | 10 | -6 | i | -6 | -7
CCOP(=O)(OCC)C(Nc1ccc(C)cc1)c1ccco1 (stereo not drawn) | 1 | 0 | 0.3 | 3 | -2 | -10 | i | -1 | 5
